Pf gamet viab – late stage P. falciparum gametocyte viability inhibitors, primary screen, ATP luminescence, HTS; P. falciparum stage V gametocytes, 24 h; inhibition, % at 10.9 µM; actives 0.065% (n = 150,000); AID 743093, 2013;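 active = inhibition above the mean plus 3 SD of compounds within the control limits, set per campaign, cut at about 38% in these data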;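 note: 0% = DMSO wells and 100% = medium only without gametocytes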
Avidin fluor – green autofluorescence of compounds with avidin beads – biophysical, 488/530 nm, flow cytometry, artefact control, profiling panel; compound fluorescence 488/530 nm; hits give high values; fluorescence (KMESF) at 10 µM; actives 0.38% (n = 220,000); AID 1775, 2009; in the data active = fluorescence above about 47; note: inactives centre near 10
Rac1 wt GTP bind – wildtype Rac1 GTP binding modulators, primary screen, biochemical, GST-Rac1 beads, flow cytometry, multiplex. Ras-related C3 botulinum toxin substrate 1 (Homo sapiens), P63000. fluorescent GTP binding; actives lie on both sides; 0 = cold GTP competed, 100 = untreated. actives 0.27% (n = 190,000). GTP binding activity (% of control), % at 10 µM;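 active = GTP binding activity at least 20 points away from the 100% control level, either lower or higher; inconclusive = compound flagged as likely green fluorescent, judged across all proteins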
Cdc42 wt GTP – modulators of GTP binding to wildtype Cdc42, primary screen, biochemical, multiplex bead flow cytometry, Bodipy-GTP; Cell division control protein 42 homolog (Homo sapiens), P60953; GST-Cdc42 beads; actives lie on both sides; percent activity (GTP binding), % at 10 µM; actives 0.2% (n = 190,000); AID 761, 2007;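 active = percent activity GTP binding at least 20 points away from the 100% baseline, either down as inhibitor or up as activator; inconclusive = compound flagged as likely green fluorescent from well-wide comparison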;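 note: median bead fluorescence of bound Bodipy-FL-GTP at 100 nM; 0% = excess unlabeled GTP control and 100% = no compound control; below 100% means less GTP binding so inhibitor and above means activator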
Target sequence (P60953 whole entry, looked up): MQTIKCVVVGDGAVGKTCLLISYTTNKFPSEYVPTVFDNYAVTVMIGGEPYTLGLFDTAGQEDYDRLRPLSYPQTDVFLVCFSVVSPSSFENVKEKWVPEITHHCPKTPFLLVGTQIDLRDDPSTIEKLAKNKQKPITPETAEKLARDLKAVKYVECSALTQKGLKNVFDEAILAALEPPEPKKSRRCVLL
Mcl1-Noxa inh – Mcl-1/Noxa binding inhibitors, primary screen, biochemical, TR-FRET, 1536-well | Induced myeloid leukemia cell differentiation protein Mcl-1 (Homo sapiens), Q07820 | TR-FRET Mcl-1/Noxa peptide binding, 2 h | inhibition, % at 21.7 µM | actives 1.5% (n = 220,000) | AID 1022, 2008;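 active = compounds that cut the protein-peptide binding signal by more than 50% relative to plate controls in a single-dose test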;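 note: His-tagged Mcl-1 with rhodamine Noxa BH3 peptide and terbium anti-His antibody; 0% = Mcl-1 plus Noxa peptide wells and 100% = peptide-only wells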
Target sequence (Q07820 whole entry, looked up): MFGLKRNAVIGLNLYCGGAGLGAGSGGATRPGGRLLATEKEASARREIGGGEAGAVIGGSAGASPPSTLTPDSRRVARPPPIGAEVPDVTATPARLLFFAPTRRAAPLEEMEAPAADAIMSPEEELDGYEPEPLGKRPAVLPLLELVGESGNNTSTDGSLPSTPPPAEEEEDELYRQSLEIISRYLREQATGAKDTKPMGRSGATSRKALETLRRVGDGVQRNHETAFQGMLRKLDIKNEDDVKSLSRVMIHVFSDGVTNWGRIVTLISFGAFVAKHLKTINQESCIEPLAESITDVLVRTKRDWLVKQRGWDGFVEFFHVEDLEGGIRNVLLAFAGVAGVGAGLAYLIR
HRas wt GTP – modulators of GTP binding to HRas wildtype, primary screen, biochemical, bead-based flow cytometry, multiplex | AID 759, 2007 | actives 0.14% (n = 190,000) | GTP binding activity, % at 10 µM | GST-Ras wt beads, Bodipy-FL-GTP binding; actives lie on both sides | GTPase HRas (Homo sapiens), P01112;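 active = GTP binding activity at least 20% away from the 100% baseline, either lowered as inhibitor or raised as activator; inconclusive = flagged as likely green fluorescent, judged across all proteins in the well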;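 note: 0% = unlabeled GTP competition control and 100% = no-compound control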
Target sequence (P01112 whole entry, looked up): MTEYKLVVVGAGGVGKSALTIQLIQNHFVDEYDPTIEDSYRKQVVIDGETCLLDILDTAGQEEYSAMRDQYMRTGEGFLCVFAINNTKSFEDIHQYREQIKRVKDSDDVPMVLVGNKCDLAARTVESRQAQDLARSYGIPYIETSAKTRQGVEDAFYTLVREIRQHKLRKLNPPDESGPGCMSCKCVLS
Rab7 wt GTP bind – modulators of GTP binding to Rab7, primary screen, biochemical, wildtype, multiplex bead flow cytometry | Rab7 GTPase wild type (dog), Bodipy-FL-GTP binding | GST-Rab7 beads, fluorescent GTP binding; actives lie on both sides; untreated = 100%, excess cold GTP = 0% | GTP binding activity (percent of control), % at 10 µM | actives 0.055% (n = 190,000) | AID 758, 2007;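 active = fluorescent GTP binding to Rab7 beads changed by at least 20 points from the 100% baseline, either direction, mostly lower; inconclusive = compound itself probably fluorescent, or too few beads counted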;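 note: median green fluorescence of bound Bodipy-FL-GTP per Rab7 bead population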
Rab2 wt GTP – modulators of GTP binding to Rab2A wildtype, primary screen, biochemical, dog, bead-based flow cytometry, multiplex; GTP binding activity, % at 10 µM; Ras-related protein Rab-2A (Canis lupus familiaris), P61105; GST-Rab2 wt beads, Bodipy-GTP binding; actives 0.19% (n = 190,000);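 active = GTP binding activity at least 20 points away from 100%, either lowered or raised; inconclusive = signal likely due to the compound's own green fluorescence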;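 note: 0% = beads with excess unlabeled GTP and 100% = no-compound control corrected for plate trend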
Rac1 act GTP bind – GTP binding modulators of activated mutant Rac1, primary screen, biochemical, bead-based flow cytometry, multiplex, fluorescent GTP; Ras-related C3 botulinum toxin substrate 1 (Homo sapiens), P63000; GST-Rac1 activated beads; actives lie on both sides; 100% means binding = to untreated wells; percent activity (GTP binding), % at 10 µM; actives 0.11% (n = 190,000); AID 764, 2007;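 active = GTP binding at least 20 percentage points away from the 100% baseline, in either direction, so actives lie on both sides; inconclusive = Compound likely fluorescent itself, or too few beads counted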
Mcl1-Bid inh – Mcl-1/Bid binding inhibitors, primary screen, biochemical, TR-FRET, 1536-well | TR-FRET Mcl-1/Bid-Dy647 peptide binding | inhibition, % at 21.7 µM | actives 0.97% (n = 220,000) | AID 1021, 2008;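 active = compounds that cut the binding signal by more than half at the single screening dose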;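 note: His-tagged Mcl-1 with europium anti-His antibody binding Bid BH3 peptide; 0% = Mcl-1 plus peptide wells and 100% = peptide-only wells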
Bim-Mcl-1 – inhibitors of Bim peptide binding to Mcl-1, primary screen, biochemical, bead-based flow cytometry, multiplex | AID 1009, 2008 | inhibition, % at 10 µM | Bim peptide-Mcl-1 binding | Induced myeloid leukemia cell differentiation protein Mcl-1 (Homo sapiens), Q07820 | actives 0.1% (n = 190,000); in the data active = inhibition above about 40%;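 note: 0% = no compound tracer wells and 100% = peptide blocker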
Numbers without * were called inactive; u = inconclusive; x = not tested or not shown.

SMILES	Pf gamet viab	Avidin fluor	Rac1 wt GTP bind	Cdc42 wt GTP	Mcl1-Noxa inh	HRas wt GTP	Rab7 wt GTP bind	Rab2 wt GTP	Rac1 act GTP bind	Mcl1-Bid inh	Bim-Mcl-1
O=C(Nc1ccccc1)c1cc2n(n1)C(C(F)(F)F)CC(C1CC1)N2 (centres undefined)	x	11	99	96	18	96	103	97	95	-67	1
CCOC(=O)N1CCN(Cc2nc(-c3ccccc3)no2)CC1	x	12	101	105	3	105	105	106	99	-19	-3
O=C(NCCCn1ccnc1)c1cc(-c2ccncc2)nc2ccccc12	-5	25	94	94	10	93	92	96	93	-7	0
CC1=NN(C(N)=S)C(=O)C1N=Nc1ccccc1 (centres undefined)	0	9	94	92	9	94	93	91	93	-32	1
O=C(/C=C/c1cccs1)NC(=S)NNC(=O)Cc1cccs1	x	5	98	95	-35	95	94	91	91	-47	-3
C=CCNC(=O)c1nn2cccnc2c1Cl	-35	12	90	93	x	95	95	94	91	-5	-8
CCCN1C(=O)CC(C(=O)OC)=C1C	x	37	104	102	17	102	100	99	101	-8	-2
CCCCCCCCC(=O)NNC(=O)c1c(O)c2ccccc2n(CC)c1=O	-20	12	92	91	-44	91	92	89	90	-13	0
O=C(O)c1ccccc1-c1nc2ccccc2c(=O)[nH]1	x	12	106	105	-8	102	99	101	103	-14	-159
COc1ccc(OC)c(Nc2ncnc3ccccc23)c1	x	5	103	99	3	99	102	99	98	-2	1
CCOC(=O)C1C(=O)OC(C)(C)C1C(C)C(=O)c1ccccc1 (centres undefined)	x	4	105	105	6	100	98	104	102	1	-3
CC(C)(C)NC(=O)Cn1c(SCC(N)=O)nc2ccccc21	x	39	99	100	3	99	99	99	98	-16	-4
OCCN1CCN(c2cc(-c3ccccc3)c3ccccc3n2)CC1	10	14	106	103	25	101	100	101	101	10	-4
COc1ccc(-c2nnc(SCC(=O)c3cccs3)o2)cc1	-24	4	58*	54*	-6	42*	59*	60*	62*	-24	4
COc1ccc([N+](=O)[O-])cc1/C=N/Nc1nc(N2CCCCC2)nc(N2CCCCC2)n1	4	23	97	96	12	94	97	96	94	5	2
CC1CN(C(=O)C2CCCN2S(=O)(=O)c2ccc(Cl)cc2)CC(C)O1 (centres undefined)	-6	14	95	99	-17	98	96	97	97	-4	0
Cc1ccc(S(=O)(=O)n2nc(-c3cccnc3)nc2N)cc1	5	7	103	101	2	102	98	100	99	-16	-2
CN1CCN(C(N)=NC(=O)c2ccccc2)CC1	-1	3	104	102	13	102	99	102	102	-14	-1
O=S(=O)(Nc1cccnc1)c1ccc2c(c1)OCCO2	x	11	105	107	6	106	100	105	102	-27	-4
Cn1nnnc1SCCNC/C=C/c1ccccc1	10	9	99	101	11	100	99	101	96	4	0
Cc1ccc(CSc2sc(C(=O)c3ccccc3)c(N)c2C#N)cc1	0	7	106	107	15	105	102	107	99	-8	-2
CCOC(=O)c1[nH]c(=O)[nH]c1CSc1ccccn1	-28	11	105	99	16	101	99	97	98	-25	-1
CCc1cccc(NC(=O)Cn2ncn3c(cc4ccccc43)c2=O)c1	-24	10	105	103	-18	105	108	107	103	-11	1
CCN1CCN(S(=O)(=O)c2ccc(Cl)c(C(=O)Nc3nnc(CC(C)C)s3)c2)CC1	x	7	103	105	-3	105	102	104	100	-13	-3
Cc1c(C)n2c3c(cccc13)CC2	-12	10	104	110	-6	110	109	119	103	-33	-2
COc1ccc(OCCn2cc(/C=C(\C#N)C(=O)NCc3ccco3)c3ccccc32)cc1	19	5	100	103	-2	98	98	95	99	0	0
CC(C)CC(NC(N)=O)C(=O)Nc1ccc(Oc2ccccc2)cc1 (centres undefined)	-21	5	101	97	1	98	107	100	99	-27	0
Cc1cc(C2=NNC(=NC3CCCCC3)SC2)c(C)n1-c1c(C)n(C)n(-c2ccccc2)c1=O	17	11	103	98	22	101	99	102	101	-39	-3
Cc1ccc(NC(=O)CSc2nnc3ccccn23)cc1S(=O)(=O)N1CCOCC1	1	12	102	94	-3	95	97	92	95	3	0
Cn1c(=O)[nH]c(=O)c2c1nc(CN1CCOCC1)n2CCc1ccccc1	x	32	106	107	4	99	101	99	100	7	-6
C=CCNC(=O)c1onc(CSc2cccc3ccccc23)c1C(=O)O	-8	10	94	95	30	97	98	97	94	21	-2
COC(=O)c1ccccc1NC(=O)C1CCN(S(=O)(=O)c2cc(OC)ccc2OC)CC1	4	10	103	99	0	102	107	102	98	-1	-3
CN(C)c1ccc(/C=N\S(=O)(=O)c2ccccc2)cc1	3	12	96	95	2	97	98	98	96	-32	-6
O=C(NCCO)NC(=S)c1ccccc1	-14	9	105	101	12	100	100	101	99	-28	-2
COC(=O)CN1C(=S)N(c2ccc(OC)cc2)C(=O)/C1=C/c1ccc(OC)cc1	-10	11	u	u	8	u	u	u	u	-19	0
Cc1cccc(Nc2nc(N)c(C#N)c(CC#N)c2C#N)c1	x	2	97	96	10	97	98	94	98	-26	-4
COCC(C)N1CC(O)=C(c2nc(-c3ccc(Cl)cc3)cs2)C1=N (centres undefined)	-29	8	u	u	7	u	u	u	u	-14	0
O=C(CSc1ccc2ccccc2c1)NCc1cccs1	10	12	108	104	27	104	99	100	102	23	-6
Cc1cc(C)c(C)c(S(=O)(=O)N2CCN(Cc3nc4ccccc4[nH]3)CC2)c1C	-5	25	95	96	2	99	96	95	93	-7	-4
c1coc(-c2nnc(-c3ccc4c(c3)OCO4)o2)c1	x	34	98	98	-5	99	99	97	96	6	-2
Cn1c(=O)n(C)c2cc([N+](=O)[O-])c(N3CCN(S(=O)(=O)c4ccc5ccccc5c4)CC3)cc21	x	18	u	u	x	u	u	u	u	-17	1
CCOC(=O)C1(CCOC)CCN(Cc2ccccc2-c2ccco2)CC1	6	7	98	97	10	98	99	96	96	-30	-4
Cc1ccc2c(c1)C(c1ccccc1)N(C(=O)c1cc3ccccc3oc1=O)CC(=O)N2 (centres undefined)	x	x	106	104	-1	102	97	100	101	6	-2
Cc1sc(NC(=O)CSc2nnc(CCNC(=O)c3cccs3)n2C)nc1-c1ccccc1	15	7	103	98	6	100	97	100	99	5	-31
O=C(CSc1nc2ccccc2o1)c1ccccc1	-4	19	104	103	0	102	99	101	99	4	-2
Cc1nnc(-n2ncc(C#N)c2N)c2nn(-c3cccc(Cl)c3)c(C)c12	-6	7	103	97	1	99	97	97	92	-3	-2
Cc1ccc(C2CC(=O)C=C(Nc3ccc(Cl)cc3)C2)cc1 (centres undefined)	22	3	104	98	14	100	100	97	102	-34	-3
COc1ccc2nc(NC(=O)CSc3nnnn3C)sc2c1	-10	8	96	96	6	97	92	94	93	0	1
CCOC(=O)c1nnn(-c2nonc2N)c1CS(=O)(=O)c1ccccc1	x	44	98	103	11	100	99	99	97	55*	-1
Cc1cccc(NC(=O)CN2C(=O)N/C(=C\c3ccc(N4CCOCC4)cc3)C2=O)c1	15	15	107	104	39	103	99	100	102	15	-4
CCCN1C(=O)N(C)C(N(O)C(=O)NC)C1(C)C (centres undefined)	-21	12	95	94	2	96	99	100	97	-9	-1
O=C(C1=C[C@H](c2ccc(Br)cc2)C[C@H](OCCCCO)O1)N1CCN(Cc2ccc3c(c2)OCO3)CC1	x	4	94	92	-6	93	100	95	91	-1	0
OCc1nnn(-c2cccc(C(F)(F)F)c2)c1CO	-5	7	99	105	1	103	94	103	98	-4	-2

Bioassay records from PubChem BioAssay.
